FBW7 activator: FBW7 E3 ligase activators, primary screen, biochemical, AlphaScreen, human; 650,000 tested, 0.13% active; normalized activity (activation), % at 26.1 µM; F-box/WD repeat-containing protein 7 (Homo sapiens), Q969H0; AlphaScreen FBW7–phospho-cyclin E peptide binding, activator screen; in the data active means normalized activity above about 1.9%;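 further: purified mutant Fbw7 with reduced substrate affinity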
Target sequence (Q969H0 whole entry, looked up): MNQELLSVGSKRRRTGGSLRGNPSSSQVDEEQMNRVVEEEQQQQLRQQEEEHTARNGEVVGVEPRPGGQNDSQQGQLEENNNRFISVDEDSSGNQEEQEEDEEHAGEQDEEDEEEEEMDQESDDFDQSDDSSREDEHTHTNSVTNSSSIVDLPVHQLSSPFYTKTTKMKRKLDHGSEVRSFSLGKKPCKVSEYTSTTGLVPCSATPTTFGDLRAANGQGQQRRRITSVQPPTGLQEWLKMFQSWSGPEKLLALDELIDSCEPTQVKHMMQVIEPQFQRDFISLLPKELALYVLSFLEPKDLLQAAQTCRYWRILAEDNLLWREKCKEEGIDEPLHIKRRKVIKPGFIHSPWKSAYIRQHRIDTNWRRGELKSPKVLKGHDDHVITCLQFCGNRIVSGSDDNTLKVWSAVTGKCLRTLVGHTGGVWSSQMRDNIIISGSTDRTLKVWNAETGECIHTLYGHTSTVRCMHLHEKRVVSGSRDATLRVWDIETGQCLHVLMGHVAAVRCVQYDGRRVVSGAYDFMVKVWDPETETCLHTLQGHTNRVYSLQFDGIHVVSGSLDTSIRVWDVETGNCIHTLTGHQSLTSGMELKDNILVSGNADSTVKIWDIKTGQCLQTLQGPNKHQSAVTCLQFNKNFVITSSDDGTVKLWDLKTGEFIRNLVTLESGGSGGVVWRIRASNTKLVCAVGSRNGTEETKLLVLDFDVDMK
GPR151 activ: activators of human GPR151, primary screen, cell-based, PathHunter beta-arrestin, luminescence; PathHunter beta-arrestin GPR151 cells; activation, % at 11.2 µM; 650,000 tested, 1% active; in the data active means activation above about 4.9%;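 further: 0% = median of compound wells and 100% = cells with positive control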
MITF primary: MITF inhibitors, primary screen, biochemical, AlphaScreen, human. inhibition, % at 2.6 µM. 650,000 tested, 0.91% active. Microphthalmia-associated transcription factor (Homo sapiens), O75030. AID 1259374, 2018. AlphaScreen MITF homodimerization, bead proximity signal; in the data active means inhibition above about 50%;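 further: 0% = vehicle wells with protein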
TEAD-YAP block: TEAD-YAP interaction inhibition, primary screen, TEAD-YAP interaction inhibitor project, luminescence, HEK-TIYL cells; inhibition, % at 9.12 µM; AID 1259422, 2018; TEAD-Gal4/YAP UAS-luciferase luminescence; 640,000 tested, 1.4% active; in the data active means inhibition above about 32%;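 further: 0% = median of test compound wells and 100% = reference inhibitor wells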
An asterisk follows results filed as active; x = not tested or not shown. Not a hit list; about 3.4% have a hit in one of these screens.

Compound	FBW7 activator	GPR151 activ	MITF primary	TEAD-YAP block
Cc1cccc(N(CC(O)CN(Cc2ccccc2)Cc2ccccc2)S(=O)(=O)c2ccccc2)c1 (configuration not stated)	0.2	-0.1	12	15
CCOC(=O)COc1nc(C)c(Br)c(COC)c1C#N	-0.1	-0.8	-2	-4
COc1ccccc1NC(=O)C(CCSC)N1C(=O)C2C3c4ccccc4C(c4ccccc43)C2C1=O (configuration not stated)	-0.2	0.0	-7	-2
CCOC(=O)c1c(NC(=O)c2ccc([N+](=O)[O-])o2)sc2c1CC(C)(C)NC2(C)C	-0.1	-1.9	6	6
CCN1CCN(S(=O)(=O)c2ccc(Oc3ccccc3)cc2)CC1	0.2	-1.3	9	9
Cc1ccc2[nH]c3nc(SCC(=O)NCc4ccc5c(c4)OCO5)nnc3c2c1	0.2	0.5	12	-2
CC(C)(C)NC(=O)C1CCCN1S(=O)(=O)c1cccc2nsnc12 (configuration not stated)	0.1	0.9	1	-1
Fc1ccc2c(c1)c1nc3ccccc3nc1n2Cc1ccc(Cl)cc1	-0.1	-0.5	-7	15
Cc1ccc2c(c1)CN(Cc1ncc(C)[nH]1)CC(c1ccsc1)O2 (configuration not stated)	-0.3	0.9	6	11
CCC(=O)N(Cc1ccc(F)cc1)Cc1cc2cc(C)c(C)cc2n2nnnc12	0.3	0.9	7	-13
O=C1NC(c2ccc(Cl)c([N+](=O)[O-])c2)=N/C1=C\c1ccc(Cl)cc1	0.1	-1.3	-4	5
O=C(NC1CC1)c1ccnc(-c2ccccc2)c1	0.0	-0.5	-3	-5
CCOC(=O)c1c(N/N=C(\C)c2ccc(F)cc2)n[nH]c1C	0.1	-0.4	-5	-38
CC(=O)c1ccc(NC(=O)CN(C)S(=O)(=O)c2ccc3c(c2)C(C)(C)C(=O)N3C)cc1	0.1	-0.8	11	3
COc1ccc2nc(-c3ccccc3)n(C)c2c1OC	0.8	-4.9	28	-29
CCCN(CC1CCCO1)C(=O)CCc1nnc(CCc2c[nH]c3ccccc23)o1 (configuration not stated)	0.1	-1.8	0	-22
Cc1ccc(NC(=O)c2cc(S(=O)(=O)N3CCN(c4ccccn4)CC3)ccc2F)cc1	-0.1	2.6	5	6
CCOC(=O)COc1ccc(/C=C2/SC(=O)N(CC)C2=O)cc1OC	-0.1	0.5	10	12
NC(=O)c1ccc(-c2nc3ncnc(NCCOc4ccccc4)c3[nH]2)cc1	-0.1	-0.9	28	-3
O=C(CN1CCc2nc(N3CCCC3)[nH]c(=O)c2C1)NC(c1ccccc1)c1ccccc1	-0.1	-0.2	16	-5
COC(=O)c1ccccc1NC(=O)C(=O)N1CCCCC1	-0.1	-1.7	0	-8
Cc1ccc(C)c(NC(=O)C2CCCN(S(=O)(=O)c3c(C)noc3C)C2)c1 (configuration not stated)	-0.1	0.2	1	6
O=C(c1c(F)cccc1F)N(Cc1ccccn1)C1CC1	1.0	-0.3	18	-6
FC(F)(F)c1cccc(-n2cc(-c3ccccc3)c3c(N4CCOCC4)ncnc32)c1	0.1	-0.2	-13	-2
CCCC(=O)Nc1ccc(S(=O)(=O)N2CCc3ccccc32)cc1	-0.3	-1.0	-9	-4
O=C(Nc1cccc(C(F)(F)F)c1)/C(=C\c1cccnc1)NC(=O)c1ccsc1	0.0	0.2	6	0
CC(=O)Nc1cc(NC(=O)CCCC(=O)O)ccc1Cl	-0.1	4.0	-1	-4
COc1ccc(/C=C(/NC(=O)c2ccc(Br)cc2)C(=O)NCCO)cc1	0.1	0.8	7	10
CCCC(=O)N1c2ccc(OC)cc2-c2c(ssc2=S)C1(C)C	-1.0	-0.2	32	-14
CCOc1ccc(Br)cc1S(=O)(=O)N1CCn2cccc2C1C (configuration not stated)	-0.1	2.5	-13	-6

Two entries drawn at random from the list so far:
Compound	FBW7 activator	GPR151 activ	MITF primary	TEAD-YAP block
Cc1cccc(N(CC(O)CN(Cc2ccccc2)Cc2ccccc2)S(=O)(=O)c2ccccc2)c1 (configuration not stated)	0.2	-0.1	12	15
O=C(CN1CCc2nc(N3CCCC3)[nH]c(=O)c2C1)NC(c1ccccc1)c1ccccc1	-0.1	-0.2	16	-5

Arranged by count of non-hydrogen atoms (largest number first): part of the list above.
Compound	FBW7 activator	GPR151 activ	MITF primary	TEAD-YAP block
Cc1ccc(NC(=O)c2cc(S(=O)(=O)N3CCN(c4ccccn4)CC3)ccc2F)cc1	-0.1	2.6	5	6
CCOC(=O)c1c(NC(=O)c2ccc([N+](=O)[O-])o2)sc2c1CC(C)(C)NC2(C)C	-0.1	-1.9	6	6
Cc1ccc(C)c(NC(=O)C2CCCN(S(=O)(=O)c3c(C)noc3C)C2)c1 (configuration not stated)	-0.1	0.2	1	6
O=C(c1c(F)cccc1F)N(Cc1ccccn1)C1CC1	1.0	-0.3	18	-6
COc1ccc2nc(-c3ccccc3)n(C)c2c1OC	0.8	-4.9	28	-29
O=C(NC1CC1)c1ccnc(-c2ccccc2)c1	0.0	-0.5	-3	-5

Additional entries:
Compound	FBW7 activator	GPR151 activ	MITF primary	TEAD-YAP block
C=CCNC(=O)C(=O)Nc1ccc(C)cc1C	-0.1	0.4	-4	-41
Cc1ccc(NC(=O)c2ccccc2NC(=O)c2cccs2)c(C(=O)c2ccccc2)c1	-0.1	-0.8	-2	0
Cc1ccc(C(=O)Oc2ccc(/C=C3\N=C(c4ccc(Cl)cc4)OC3=O)cc2)cc1	-0.1	-1.0	4	10
COc1cccc(CNC(=O)Cn2c3ccccc3c3nc(=O)cc(C)n32)c1	-0.2	-0.1	-11	-9
CN1CCN(S(=O)(=O)c2ccc(NC(=O)c3ccccc3Cl)cc2)CC1	-0.1	-0.2	0	4
O=C(O)C1CCCCC1C(=O)Nc1cc(C(F)(F)F)ccc1Cl (configuration not stated)	0.0	-0.8	-6	10
O=c1c(Oc2ccc3ccccc3c2)coc2cc(O)ccc12	0.7	0.1	-2	-3
Cc1cc(N2C(=O)C(=O)/C(=C(/O)c3ccc(Cl)cc3)C2c2cccnc2)no1 (configuration not stated)	-0.1	0.3	-6	6
CCOc1ccc(NC(=O)CSc2nc3n[nH]c(C)c3c(=N)n2-c2ccccc2C)cc1	0.2	-0.4	-17	0
O=C(OCCN1CCN(C2=NS(=O)(=O)c3ccccc32)CC1)c1cccc2ccccc12	-0.1	-1.8	-7	-11
O=C(/C=C/c1ccccc1)On1c(-c2ccc(F)cc2)nc2ccccc2c1=O	-0.1	-0.9	-5	-23
O=C(NCCN1CCOCC1)C1CCN(S(=O)(=O)N2CCC3(CC2)OCCO3)CC1	0.8	-0.2	7	10
O=c1[nH]c(=O)n(-c2ccc(Br)cc2)c(O)c1C=Nc1ccc(F)cc1	0.0	0.7	-4	-2
O=C(O)C1CCCCC1C(=O)NCCc1c[nH]c2ccccc12 (configuration not stated)	0.1	-0.2	-27	-6
CC(C)CCOc1cccc(OCC(=O)N(C)C2CCS(=O)(=O)C2)c1 (configuration not stated)	0.2	1.9	9	-3
CC(C)C(=O)NN(CCC#N)C1=NS(=O)(=O)c2ccccc21	-0.1	-0.2	4	5
COc1ccc(C(=O)N2CCNC(=O)C2CC(=O)Nc2ccc(C)cc2)cc1 (configuration not stated)	0.5	-1.8	14	-7
CCOC(=O)CSc1nnc2n(-c3ccc(C)cc3)c(=O)c3c(n12)-c1ccccc1CC31CCCCC1	0.3	-0.2	12	0
O=C(/C=C/c1ccc(Cl)cc1)Nc1ccc(Br)cc1	0.0	0.3	2	-9
CCOC(=O)c1ccc(NCc2cc(Cl)ccc2O)cc1	0.0	-0.8	-9	4
Cc1cc(C)c2nc(NNC(=O)c3ccccc3F)sc2c1	0.5	-0.1	7	3
O=C(c1ccccc1)c1cccc(NS(=O)(=O)c2cccc([N+](=O)[O-])c2)c1	0.1	-1.1	-5	7
CNC(=O)c1cc(S(=O)(=O)N(C)C)ccc1Cl	0.1	-1.0	7	12
COC(=O)c1nc(N)nc(Nc2ccccc2C)n1	-0.8	-0.7	-5	-3
O=C(COc1ccccc1)N1CCN=C1SCc1ccc([N+](=O)[O-])cc1	0.2	-1.4	3	14
CCCCc1ccc(C(=O)Oc2ccc(C(C)=O)cc2)cc1	0.1	-0.9	-8	5
Cc1cc(Nc2ccc3c(c2)OCO3)nc(Nc2ccc(-n3ccnc3)cc2)n1	-0.2	-0.3	19	-33
Cc1ccc(C2CC(C(F)(F)F)n3nc(C(=O)N4CCN(C(=O)c5ccccc5)CC4)c(Cl)c3N2)cc1 (configuration not stated)	0.3	0.5	3	6
Fc1ccc(CN2CCC(N3CCCCC3)CC2)cc1	-0.2	-0.3	45	10
Cc1ccc2c(c1)N1C(=O)c3ccccc3C1C1=C(CC(C)(C)CC1=O)N2 (configuration not stated)	-0.1	-0.6	-9	-8
CC(C)[C@@H]1NC(=O)[C@H]2CN(Cc3nc(-c4ccccc4)cs3)CCN2C1=O	-0.4	-0.7	1	-10
CCOC(=O)c1c(C)nn(S(=O)(=O)c2ccccc2[N+](=O)[O-])c1C	-0.1	1.2	7	-6
COc1cc(OC)nc(C(Sc2ncc(C(=O)O)n2C)c2ccccc2)n1 (configuration not stated)	-0.1	-0.5	6	6
CCOC(=O)c1c(NC(=O)c2ccccc2F)sc(C(=O)Nc2ccccc2OC)c1C	0.3	-0.7	19	0
O=C(CCCCl)N=C1N=C2C=CC(Cl)=CN2Cc2ccccc21	0.0	-4.7	12	-44
Cc1ccc(NC(=O)CC2(c3ccc(Cl)cc3)C(=O)c3ccccc3C2=O)cc1C	-0.2	-0.9	2	2
CSc1nnc(-c2ccc(O)cc2)n1CCN1CCOCC1	-0.1	0.8	-5	3
CC(C)[C@@H](CO)Nc1ccc2ncc(-c3ccc(C#N)cc3)n2n1	0.6	1.6	13	30
COc1cc(C2C(C(=O)Nc3cc(C)ccn3)=C(C)NC3=C2C(=O)CC(C)(C)C3)ccc1O (configuration not stated)	0.0	-0.6	5	6
CN(C)C(=O)CSc1nnc(-c2ccc(NC(=O)c3ccccc3F)cc2)n1C	-0.1	1.6	0	0
COC(=O)C1=C(C(=O)OC)[C@@H]2N(Cc3ccccc3)c3ccccc3[C@@]23C[C@@H](CO)N(C(=O)NC2CCCCC2)C3=N1	-0.1	3.4	-2	x
Cc1cc(C)c2[nH]c(C(=O)O)c(C)c2c1	0.1	-0.8	1	3
O=C(COC(=O)c1ccccc1F)Nc1ccc(S(=O)(=O)N2CCOCC2)cc1	0.1	0.3	-6	-8
Cc1ccc(N2C(=O)c3ccc(C(=O)c4ccc(C(=O)O)cc4)cc3C2=O)cc1	0.0	-1.3	11	13
COc1ccc(C(=O)NCC(C)NC(=O)c2ccc(OC)cc2)cc1 (configuration not stated)	0.1	0.1	1	4
COc1ccc(C(=O)Nc2cnc3ccccn3c2=O)cc1	0.4	-1.4	9	-43
Cc1ncc(S(=O)(=O)c2cccc(C(F)(F)F)c2)c(-c2ccccn2)n1	0.0	-1.9	7	10
Cc1ccc(S(=O)(=O)Oc2ccc(C(=O)CC3(O)C(=O)Nc4ccccc43)cc2)cc1 (configuration not stated)	-0.1	0.5	-1	-18
COc1ccc(CNC(=O)CSc2nnnn2C2CCCC2)cc1	-0.1	0.3	-4	5
O=S(=O)(Cc1ccccc1)N1CCN(c2ccc(-c3ccco3)nn2)CC1	0.1	-1.5	14	-2
CCSc1cccc(C(=O)Nc2cc(C)nn2C)c1	-0.1	1.4	-13	-22
Cc1cccc(NC2=C(N(C)C)C(=O)c3ccccc3C2=O)c1	-0.1	0.9	-6	-20
Cc1sc2nc(-c3cccc(NC(=O)CCl)c3)[nH]c(=O)c2c1C	-0.1	-0.8	-7	-12
CCOc1ccc2oc(C(=O)NC3=NCCS3)c(C)c2c1	0.1	-0.7	1	-74
Cc1ccc(CS(=O)(=O)CC2Nc3ccc(C(=O)NC4CCCC4)cc3NC2=O)cc1 (configuration not stated)	-0.4	-0.2	-3	-3
O=C(NCc1ccccn1)c1cc2c(ccc3ccccc32)oc1=O	-0.2	12*	9	-11
COc1ccc(C(=O)Nc2cccc(-c3nc4ccccc4o3)c2C)cc1[N+](=O)[O-]	-0.1	-0.1	3	9

Compound activity: PubChem BioAssay, The Scripps Research Institute Molecular Screening Center
